High-throughput results: PubChem BioAssay, several laboratories
Mtb FBA inh = inhibitors of M. tuberculosis fructose-bisphosphate aldolase; inhibition, % at 1 µM; purified M. tuberculosis FBA, fluorescence read-out; 360,000 compounds, 2.3% hits; P9WQA3; in the data active means inhibition above about 27%;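 further: 0% = vehicle and 100% = reference inhibitor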
Target sequence (P9WQA3 whole entry, looked up): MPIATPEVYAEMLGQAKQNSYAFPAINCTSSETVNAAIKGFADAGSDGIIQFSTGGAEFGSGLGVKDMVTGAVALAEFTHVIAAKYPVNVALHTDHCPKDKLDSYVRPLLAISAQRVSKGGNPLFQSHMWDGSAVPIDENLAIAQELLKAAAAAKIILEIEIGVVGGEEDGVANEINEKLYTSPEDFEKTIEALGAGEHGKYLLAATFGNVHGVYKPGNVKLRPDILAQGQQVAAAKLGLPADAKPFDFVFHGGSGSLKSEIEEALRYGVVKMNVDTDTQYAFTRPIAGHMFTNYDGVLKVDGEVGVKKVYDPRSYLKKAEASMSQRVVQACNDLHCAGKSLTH
Y pestis TopoI = blocks Yersinia pestis topoisomerase I activity; Y. pestis Topo-I cleavage product accumulation, plate reader; activity, % at 10 µM; 360,000 compounds, 0.064% hits; in the data active means activity above about 50%, passing the limit was not always enough; inconclusive means no clear call, values can overlap the other calls; further: inactives centre near 2
BH1578 lux ind = inducers of Vibrio cholerae quorum light production without autoinducers | 350,000 compounds, 0.16% hits | activation, % at 18.7 µM | AID 588436 | V. cholerae BH1578 lux reporter, luminescence, 6 h; in the data active means activation mostly above about 9.7%, no sharp cut-off; inconclusive means no clear call, values can overlap the other calls; inactive means mostly below about 3.7%; further: not every result past the cut was called active; inactives centre near 0; reference of the scale not given here
GDH-TPI counter = GDH-TPI coupled enzyme inhibition counter-screen. inhibition, % at 4.8 µM. GDH-TPI coupled enzyme counterscreen, NADH absorbance. 360,000 compounds, 1.2% hits. AID 588335; in the data active means inhibition above about 30%;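 further: 0% = DMSO wells and 100% = wells lacking the enzyme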
FadD28 binding = inhibitors of Mycobacterium tuberculosis FadD28 bisubstrate binding | FadD28 bisubstrate probe binding, fluorescence polarization | inhibition, % at 12.5 µM | 360,000 compounds, 0.22% hits | AID 588549; in the data active means inhibition above about 8.5%, passing the limit was not always enough; inconclusive means no clear call, values can overlap the other calls
PfHsp40 rescue = compounds rescuing yeast from Plasmodium falciparum HSP40 toxicity. S. cerevisiae expressing PfHsp40, growth rescue, ATP luminescence. 340,000 compounds, 0.68% hits. growth rescue, % at 12.5 µM. AID 504582; in the data active means growth rescue above about 28%, passing the limit was not always enough; inconclusive means no clear call, values can overlap the other calls;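 further: yeast W303a lacking pdr1 and pdr3 grown in galactose medium; growth measured after three days at 30 °C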
BioA inh = BioA (M. tuberculosis) enzyme inhibition | purified M. tuberculosis BioA enzyme, plate reader | inhibition, % at 9.99 µM | 360,000 compounds, 0.096% hits | AID 602481; in the data active means inhibition above about 40%; inconclusive means no clear call, values can overlap the other calls
UGM FP inh = blocks M. tuberculosis UGM enzyme. P9WIQ1. purified UGM, fluorescence polarization probe displacement. inhibition, % at 10 µM. 320,000 compounds, 0.06% hits. AID 504406; in the data active means inhibition above about 10%, passing the limit was not always enough; inconclusive means no clear call, values can overlap the other calls
Target sequence (P9WIQ1 whole entry, looked up): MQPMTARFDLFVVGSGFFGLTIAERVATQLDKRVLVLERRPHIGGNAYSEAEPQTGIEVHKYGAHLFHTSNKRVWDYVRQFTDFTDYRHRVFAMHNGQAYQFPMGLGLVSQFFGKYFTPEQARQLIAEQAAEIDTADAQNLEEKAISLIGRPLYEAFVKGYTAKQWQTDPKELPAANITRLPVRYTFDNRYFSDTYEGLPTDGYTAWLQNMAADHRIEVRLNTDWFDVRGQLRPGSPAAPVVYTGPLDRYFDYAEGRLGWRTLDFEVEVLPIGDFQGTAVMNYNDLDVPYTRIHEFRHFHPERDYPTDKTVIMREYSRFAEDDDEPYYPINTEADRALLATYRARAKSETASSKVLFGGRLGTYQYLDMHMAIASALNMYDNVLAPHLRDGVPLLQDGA
TcdB GH inh = blocks C. difficile toxin B glycohydrolase activity; P18177; TcdB glycohydrolase enzymatic assay, plate reader; inhibition, % at 9.99 µM; 350,000 compounds, 0.24% hits; in the data active means inhibition above about 10%
Numbers without * were called inactive. Rows are unselected; overall some 4.6% were active at least once.

Results for CCOc1ccc(-n2c(C)nc3cc(C(=O)NCCN4CCOCC4)ccc32)cc1 ?
Mtb FBA inh: 3; Y pestis TopoI: 15; BH1578 lux ind: inactive; GDH-TPI counter: 10; FadD28 binding: -2.2; PfHsp40 rescue: 0.1; BioA inh: 0.0; UGM FP inh: -5.4

How did O=C(CCN1C(=O)c2ccncc2C1=O)Nc1cc(F)ccc1F do in these assays?
Mtb FBA inh: -2; Y pestis TopoI: -3; BH1578 lux ind: inactive; GDH-TPI counter: -11; FadD28 binding: -4.8; PfHsp40 rescue: 0.4; BioA inh: -1.2; UGM FP inh: 2.0; TcdB GH inh: 0.7

Results for O=S(=O)(Nc1c(O)ccc2ccccc12)c1ccccc1 ?
Mtb FBA inh: 0; Y pestis TopoI: -12; BH1578 lux ind: 1.6; GDH-TPI counter: -8; FadD28 binding: -2.6; PfHsp40 rescue: 0.4; BioA inh: -1.0; UGM FP inh: 3.0; TcdB GH inh: -10

Results for N=C(N)SCP(=O)(c1ccccc1)c1ccccc1 ?
Mtb FBA inh: 3; Y pestis TopoI: 6; BH1578 lux ind: -0.7; GDH-TPI counter: 5; FadD28 binding: -2.3; PfHsp40 rescue: 1.6; UGM FP inh: -1.8; TcdB GH inh: -1.1

Results for COc1ccc(S(=O)(=O)n2nc(OC(=O)C3CCCCC3)cc2N)cc1 ?
Mtb FBA inh: -7; Y pestis TopoI: 13; BH1578 lux ind: -1.3; GDH-TPI counter: 3; FadD28 binding: -0.6; PfHsp40 rescue: 0.7; BioA inh: -1.8; UGM FP inh: 5.4

What do the screens show for `O=C(c1cccs1)c1ccccc1Cc1cccs1`?
Mtb FBA inh: -2; Y pestis TopoI: 33; BH1578 lux ind: inactive; GDH-TPI counter: 6; FadD28 binding: -6.6; PfHsp40 rescue: 0.5; BioA inh: 2.6; TcdB GH inh: 5.7

What do the screens show for `O=c1c2ccccc2oc2cc(-c3ccc(CN4CCOCC4)cc3)ccc12`?
Mtb FBA inh: 5; Y pestis TopoI: 13; BH1578 lux ind: -0.6; GDH-TPI counter: 12; FadD28 binding: -0.6; PfHsp40 rescue: 3.3; BioA inh: -1.9; UGM FP inh: 0.2; TcdB GH inh: 6.0

What do the screens show for `C/C(=C\c1ccccc1)CN1CCN(Cc2ccc(C)o2)C(CCO)C1` (configuration not stated)?
Mtb FBA inh: 3; Y pestis TopoI: 10; BH1578 lux ind: -0.6; GDH-TPI counter: 1; FadD28 binding: -3.0; PfHsp40 rescue: -1.7; BioA inh: 1.6; UGM FP inh: 0.1; TcdB GH inh: -1.1

How did CCc1ccc(C(=O)Cn2cnc3cc([N+](=O)[O-])ccc3c2=O)cc1 do in these assays?
Mtb FBA inh: -2; Y pestis TopoI: -10; BH1578 lux ind: -0.4; GDH-TPI counter: 4; FadD28 binding: -4.8; PfHsp40 rescue: -0.4; BioA inh: -1.8; UGM FP inh: -1.4; TcdB GH inh: 0.1

Results for Cc1onc(C(=O)Nc2sc3c(c2C(N)=O)CCCC3)c1[N+](=O)[O-] ?
Mtb FBA inh: 0; Y pestis TopoI: -8; BH1578 lux ind: -0.4; GDH-TPI counter: 10; FadD28 binding: -0.9; PfHsp40 rescue: -0.1; BioA inh: 0.1; UGM FP inh: 2.1; TcdB GH inh: 1.0

Results for CC(C)CNC(=S)NC(=O)c1ccc(F)cc1 ?
Mtb FBA inh: -1; Y pestis TopoI: 5; BH1578 lux ind: -0.3; GDH-TPI counter: -1; FadD28 binding: -5.8; PfHsp40 rescue: 0.9; UGM FP inh: -1.5

How did Cc1cccc(NS(=O)(=O)c2ccc(C(=O)N3CCCCCC3)cc2)c1C do in these assays?
Mtb FBA inh: -1; Y pestis TopoI: 17; BH1578 lux ind: inactive; GDH-TPI counter: 0; FadD28 binding: -2.8; PfHsp40 rescue: 1.1; BioA inh: 0.8; UGM FP inh: -1.6; TcdB GH inh: 3.4

How did COc1ccc(CCN2CC(C(=O)Nc3cccc(C(C)=O)c3)CC2=O)cc1OC (configuration not stated) do in these assays?
Mtb FBA inh: 2; Y pestis TopoI: 4; BH1578 lux ind: inactive; GDH-TPI counter: 3; FadD28 binding: 0.3; PfHsp40 rescue: -0.7; BioA inh: 1.3; UGM FP inh: -1.1; TcdB GH inh: -0.6

Results for CC(C)CNS(=O)(=O)c1cc(C(=O)N2CCOCC2)c(Cl)cc1Cl ?
Mtb FBA inh: -1; Y pestis TopoI: 18; BH1578 lux ind: -0.3; GDH-TPI counter: 10; FadD28 binding: -0.5; PfHsp40 rescue: -0.9; BioA inh: -0.3; UGM FP inh: -1.0

How did COc1cc(/C=C(\NC(=O)c2ccccc2)C(=O)Nc2nccs2)ccc1OC(C)=O do in these assays?
Mtb FBA inh: -1; Y pestis TopoI: 1; BH1578 lux ind: -1.2; GDH-TPI counter: 21; FadD28 binding: 1.7; PfHsp40 rescue: -1.1; BioA inh: 6.1; UGM FP inh: 0.5; TcdB GH inh: 0.2

How did O=C(Cc1ccc(S(=O)(=O)N2CCOCC2)s1)NC1CCCCC1 do in these assays?
Mtb FBA inh: 0; Y pestis TopoI: 7; BH1578 lux ind: inactive; GDH-TPI counter: 3; FadD28 binding: -0.4; PfHsp40 rescue: -0.6; BioA inh: -0.9; UGM FP inh: 0.4; TcdB GH inh: 0.8

What do the screens show for `COc1ccc(/C=C/C(=O)NCc2cn(C)nc2C)cc1COc1ccc(Cl)cc1Br`?
Mtb FBA inh: 21; Y pestis TopoI: inconclusive; BH1578 lux ind: -0.3; GDH-TPI counter: 18; FadD28 binding: -0.6; PfHsp40 rescue: 1.4; BioA inh: -3.0; UGM FP inh: -2.0; TcdB GH inh: 0.0

What do the screens show for `COc1ccc2c(c1)cc1c(=O)n(CC(=O)NCCCN3CCOCC3)nc(C)n12`?
Mtb FBA inh: 25; Y pestis TopoI: 3; BH1578 lux ind: -0.5; GDH-TPI counter: 18; FadD28 binding: 0.5; PfHsp40 rescue: 0.2; BioA inh: -0.9; UGM FP inh: -0.2; TcdB GH inh: 1.5

How did Cc1cc(C(F)(F)F)nc(SCC(=O)Nc2cc(C)on2)n1 do in these assays?
Mtb FBA inh: -8; Y pestis TopoI: -6; BH1578 lux ind: inactive; GDH-TPI counter: -8; FadD28 binding: -3.0; PfHsp40 rescue: -1.5; BioA inh: -0.8; UGM FP inh: -0.8

How did O=C(COc1ccc2ccccc2c1CN1CCOCC1)N1CCc2ccccc21 do in these assays?
Mtb FBA inh: -9; Y pestis TopoI: 20; BH1578 lux ind: -0.9; GDH-TPI counter: -7; FadD28 binding: -2.6; PfHsp40 rescue: -1.2; BioA inh: -4.2; UGM FP inh: 0.7

Three compounds picked at random from those above, as already listed:
How did O=C(CCN1C(=O)c2ccncc2C1=O)Nc1cc(F)ccc1F do in these assays?
Mtb FBA inh: -2; Y pestis TopoI: -3; BH1578 lux ind: inactive; GDH-TPI counter: -11; FadD28 binding: -4.8; PfHsp40 rescue: 0.4; BioA inh: -1.2; UGM FP inh: 2.0; TcdB GH inh: 0.7

Results for N=C(N)SCP(=O)(c1ccccc1)c1ccccc1 ?
Mtb FBA inh: 3; Y pestis TopoI: 6; BH1578 lux ind: -0.7; GDH-TPI counter: 5; FadD28 binding: -2.3; PfHsp40 rescue: 1.6; UGM FP inh: -1.8; TcdB GH inh: -1.1

How did Cc1cccc(NS(=O)(=O)c2ccc(C(=O)N3CCCCCC3)cc2)c1C do in these assays?
Mtb FBA inh: -1; Y pestis TopoI: 17; BH1578 lux ind: inactive; GDH-TPI counter: 0; FadD28 binding: -2.8; PfHsp40 rescue: 1.1; BioA inh: 0.8; UGM FP inh: -1.6; TcdB GH inh: 3.4

Continued:
How did COC(=O)c1ccc(NC(=O)CNC(=O)c2sc3ccccc3c2Cl)cc1 do in these assays?
Mtb FBA inh: 5; Y pestis TopoI: 5; BH1578 lux ind: inactive; GDH-TPI counter: 11; FadD28 binding: -1.5; PfHsp40 rescue: -1.3; BioA inh: 0.1; UGM FP inh: -0.2; TcdB GH inh: 3.2

What do the screens show for `COCCN1CC(CNC(=O)c2cc(COc3ccccc3SC)on2)CC1=O` (configuration not stated)?
Mtb FBA inh: 1; Y pestis TopoI: -6; BH1578 lux ind: inactive; GDH-TPI counter: 5; FadD28 binding: 0.6; PfHsp40 rescue: -0.1; BioA inh: -1.9; UGM FP inh: 2.2; TcdB GH inh: 1.7

Results for Cc1ccc(S(=O)(=O)N2CCOCC2)cc1C(=O)Nc1ccc2c(c1)OCCO2 ?
Mtb FBA inh: 0; Y pestis TopoI: 1; BH1578 lux ind: -8.7; GDH-TPI counter: 3; FadD28 binding: 0.2; PfHsp40 rescue: -1.3; BioA inh: 0.3; UGM FP inh: 1.9; TcdB GH inh: 1.0

Results for CN1CCN(C(=O)CCc2nnc3ccc(N4CCC5(CC4)OCCO5)nn23)CC1 ?
Mtb FBA inh: -2; Y pestis TopoI: -6; BH1578 lux ind: inactive; GDH-TPI counter: -7; FadD28 binding: -3.1; PfHsp40 rescue: 1.3; BioA inh: -2.4; UGM FP inh: -0.3; TcdB GH inh: -0.1

Results for CCNC(=O)C1(C)CCCN1C(=O)c1ccc(-c2ccccc2)cc1 (configuration not stated) ?
Mtb FBA inh: 1; Y pestis TopoI: 1; BH1578 lux ind: -4.5; GDH-TPI counter: 1; FadD28 binding: -1.1; BioA inh: 0.2; TcdB GH inh: -1.5

Results for O=C(O)CSc1nccn1-c1cccc(Cl)c1 ?
Mtb FBA inh: 3; Y pestis TopoI: 4; BH1578 lux ind: -0.7; GDH-TPI counter: 6; FadD28 binding: 0.4; PfHsp40 rescue: 0.7; BioA inh: -0.2; UGM FP inh: 1.1

What do the screens show for `O=C(c1cccnc1)N1CCC(Oc2ccc(C(=O)N3CCCCO3)cc2)CC1`?
Mtb FBA inh: 4; Y pestis TopoI: -4; BH1578 lux ind: -0.3; GDH-TPI counter: -1; FadD28 binding: -0.3; PfHsp40 rescue: -0.4; BioA inh: 0.3; UGM FP inh: -2.1; TcdB GH inh: 0.2

How did CC1(C)OC(=O)C(=NNc2ccc(O)cc2)C(=O)O1 do in these assays?
Mtb FBA inh: -7; Y pestis TopoI: 2; BH1578 lux ind: inactive; GDH-TPI counter: 25; FadD28 binding: -0.6; PfHsp40 rescue: 0.6; UGM FP inh: 1.5

What do the screens show for `CCC(CC)C1C(C#N)=C(N)SC(N)=C1C#N`?
Mtb FBA inh: -3; Y pestis TopoI: 4; BH1578 lux ind: -1.8; GDH-TPI counter: 9; FadD28 binding: -0.6; PfHsp40 rescue: -0.8; BioA inh: -7.1; UGM FP inh: 3.6

Results for CCN(CC)C(=O)C1=C(C)N(CCCOC)C(=O)C(CC(=O)NCc2cccs2)C1 (configuration not stated) ?
Mtb FBA inh: -1; Y pestis TopoI: 8; BH1578 lux ind: -0.4; GDH-TPI counter: 2; FadD28 binding: -1.5; BioA inh: -0.9; TcdB GH inh: 0.0

What do the screens show for `COc1cccc(CC(NC(C)=O)C(=O)NC2CCN(c3nnnn3-c3ccccc3)CC2)c1OC` (configuration not stated)?
Mtb FBA inh: 1; Y pestis TopoI: -1; BH1578 lux ind: -0.7; GDH-TPI counter: -2; FadD28 binding: -1.1; PfHsp40 rescue: inconclusive; UGM FP inh: 0.1; TcdB GH inh: 1.9

Results for COc1ccc(C(c2c(NC(=O)c3ccco3)sc(C)c2C)N2CCOCC2)cc1 (configuration not stated) ?
Mtb FBA inh: 1; Y pestis TopoI: 26; BH1578 lux ind: -0.6; GDH-TPI counter: 2; FadD28 binding: 0.9; PfHsp40 rescue: 0.4; BioA inh: 5.7; TcdB GH inh: 0.1

Results for CCN(CC)N=Nc1[nH]nc2nc(C)cc(C)c12 ?
Mtb FBA inh: -9; Y pestis TopoI: 5; BH1578 lux ind: 6.7; GDH-TPI counter: 32*; FadD28 binding: 0.9; PfHsp40 rescue: 45*; BioA inh: -0.4; UGM FP inh: -2.4

How did CN1OC(COC(=O)c2ccccc2)CC1c1ccccc1 (configuration not stated) do in these assays?
Mtb FBA inh: -3; Y pestis TopoI: -2; BH1578 lux ind: -0.2; GDH-TPI counter: -5; FadD28 binding: -0.4; PfHsp40 rescue: 1.4; BioA inh: 1.3; UGM FP inh: -2.9
